# Screens: PubChem BioAssay, several laboratories
# GPR7 antag = GPR7 receptor antagonists, primary screen, cell-based, fluorescence, single concentration; GPR7-expressing cells, fluorescence antagonist assay; inhibition, % at 4.4 µM; hit rate 1.1% among 290,000; AID 1861, 2009; in the data active = inhibition above about 16%, passing the limit was not always enough;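 note: cells stimulated with the agonist NPW; 0% = agonist with vehicle and 100% = vehicle without agonist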
# NALP1 inh = NALP1 inflammasome inhibitors in reconstituted yeast, colorimetric, S. cerevisiae, triplicate retest. S. cerevisiae NALP1/ASC/caspase-1 growth, X-gal OD620, 72 h. hit rate 0.61% among 280,000. inhibition, % at 10 µM; in the data active = inhibition mostly above about 24%, no sharp cut-off; inactive = mostly below about 32%; note: some compounds called inactive have numbers as strong as hits
# p-CIP stab down = p/CIP-EGFP fusion destabilizers, primary screen, fluorescence, F442A cells; decrease of EGFP signal, % at 10 µM; 16 h; hit rate 0.01% among 290,000;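 active = EGFP signal decrease of at least 30% at 10 µM or well 3 SD below plate mean, unless failing retest; inactive = the rest, including hits failing retest or dose response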; note: some compounds called inactive have numbers as strong as hits; many of its hits are not listed in these tables
# IMP-1 inh = IMP-1 metallo-beta-lactamase inhibitors, primary screen, biochemical, epi-absorbance readout, Pseudomonas aeruginosa enzyme | metallo-beta-lactamase IMP-1 (Pseudomonas aeruginosa) | purified IMP-1, nitrocefin hydrolysis, epi-absorbance fluorescence | inhibition, % at 5.6 µM | AID 1556, 2009 | hit rate 0.45% among 290,000;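 active = inhibition above the mean plus 3 SD of all compounds in the same screening run, cut at about 4.5% in these data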;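 note: 0% = IMP-1 with DMSO and 100% = DMSO wells lacking enzyme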
#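 System: purified recombinant IMP-1 beta-lactamase. Medium: Zinc- and detergent-supplemented HEPES buffer, pH 7.1. Compound: one 5.6 µM dose […]. Schedule: 15 min preincubation plus 25 min reaction at 25 °C. Technique: Epi-absorbance fluorescence, 480 nm excitation, 530 nm emission.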
# VIM-2 inhibitor = VIM-2 metallo-beta-lactamase inhibitors, primary screen, biochemical, epi-absorbance readout, Pseudomonas aeruginosa enzyme. purified VIM-2, nitrocefin hydrolysis, epi-absorbance fluorescence. inhibition, % at 5.6 µM. hit rate 0.89% among 290,000;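 active = inhibition above the mean of all tested compounds plus 3 SD, cutoff set per screening run, cut at about 7.5% in these data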;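 note: red hydrolysis product quenches plate fluorescence so inhibitors raise well fluorescence; 0% = enzyme with DMSO and 100% = DMSO without enzyme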
# PfM18AAP inh = PfM18AAP inhibitors, malaria aminopeptidase, primary screen, biochemical, QFRET, recombinant enzyme; H-Glu-NHMec fluorogenic cleavage; inhibition, % at 7.35 µM; hit rate 1.2% among 290,000; AID 1822, 2009;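 active = inhibition above the campaign mean inhibition over all tested compounds plus 3 SD, cut at about 28% in these data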;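 note: 0% = plate median of test compound wells and 100% = 2 mM ZnCl2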
# IDE cell inh = human IDE inhibitors in live cells, primary screen, fluorescence polarization, HEK cells, FAbetaB substrate; Insulin-degrading enzyme (Homo sapiens), P14735; FAbetaB cleavage; inhibition, % at 5.59 µM; hit rate 0.41% among 320,000;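 active = percent inhibition above the average of all tested compounds plus 3 SD, set per screening campaign, cut at about 16% in these data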;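 note: IDE supplied by intact live HEK cells; FP after avidin binding of uncleaved biotin substrate so inhibition keeps polarization high; 0% = DMSO wells and 100% = 60 µM reference IDE inhibitor Ii1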
# Target sequence (P14735 whole entry, looked up): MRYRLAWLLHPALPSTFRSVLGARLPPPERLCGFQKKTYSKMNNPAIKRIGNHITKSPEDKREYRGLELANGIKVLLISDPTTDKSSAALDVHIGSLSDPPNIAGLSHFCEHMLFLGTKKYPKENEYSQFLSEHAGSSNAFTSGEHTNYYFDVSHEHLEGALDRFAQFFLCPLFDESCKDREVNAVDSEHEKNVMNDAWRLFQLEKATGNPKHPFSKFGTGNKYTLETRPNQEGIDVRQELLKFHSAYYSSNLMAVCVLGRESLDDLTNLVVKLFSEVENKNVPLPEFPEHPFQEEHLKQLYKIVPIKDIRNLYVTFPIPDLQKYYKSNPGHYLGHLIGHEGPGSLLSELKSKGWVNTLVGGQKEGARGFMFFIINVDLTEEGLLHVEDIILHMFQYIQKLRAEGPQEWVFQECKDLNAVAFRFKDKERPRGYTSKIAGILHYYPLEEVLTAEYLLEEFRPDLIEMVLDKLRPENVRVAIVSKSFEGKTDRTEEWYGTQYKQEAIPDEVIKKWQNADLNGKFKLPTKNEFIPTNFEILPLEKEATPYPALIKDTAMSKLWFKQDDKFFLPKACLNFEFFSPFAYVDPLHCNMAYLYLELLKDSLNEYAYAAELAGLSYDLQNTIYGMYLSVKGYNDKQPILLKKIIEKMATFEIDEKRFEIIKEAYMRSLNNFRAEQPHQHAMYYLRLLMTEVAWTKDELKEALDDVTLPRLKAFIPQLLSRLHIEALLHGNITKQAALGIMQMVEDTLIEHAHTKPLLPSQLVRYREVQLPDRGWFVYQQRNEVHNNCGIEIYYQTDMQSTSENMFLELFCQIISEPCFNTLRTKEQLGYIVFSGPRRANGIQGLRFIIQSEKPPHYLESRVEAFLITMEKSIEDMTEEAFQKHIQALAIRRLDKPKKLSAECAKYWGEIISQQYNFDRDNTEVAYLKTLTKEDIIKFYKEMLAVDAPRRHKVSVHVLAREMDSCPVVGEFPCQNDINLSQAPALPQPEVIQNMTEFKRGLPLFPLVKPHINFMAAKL
# IDE cell activ = human IDE activators in live cells, primary screen, fluorescence polarization, HEK cells, FAbeta-B substrate; activation, % at 5.96 µM; Insulin-degrading enzyme (Homo sapiens), P14735; hit rate 0.073% among 340,000; FAbeta-B cleavage; 0% vehicle, 100% cell-free pure enzyme wells;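 active = activation above the mean of all tested compounds plus 3 SD, set per screening campaign, cut at about 17% in these data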
# PHOSPHO1 block = PubChem AID 1565; inhibition, % at 13.3 µM; hit rate 1.1% among 290,000; Phosphoethanolamine/phosphocholine phosphatase (Homo sapiens), Q8TCT1; recombinant PHOSPHO1, absorbance phosphatase assay; in the data active = inhibition above about 60%
# Numbers without * were called inactive; . = no result given; & = joins results of further samples. This is a random part of the collection. About 5.3% of those tested had a hit in this group.
SMILES,GPR7 antag,NALP1 inh,p-CIP stab down,IMP-1 inh,VIM-2 inhibitor,PfM18AAP inh,IDE cell inh,IDE cell activ,PHOSPHO1 block
CN(C)C(=O)NC(O)C(Cl)Cl (stereo unspecified),-8,4,-10,0.5,-2.2,8,1,.,30
CCCOC(=O)/C(=C\C=C\c1ccco1)NC(=O)c1ccccc1,3,6,-10,0.2,-3.1,-4,3,7,6
CC1(C)Cc2ccccc2-c2nc3n(c(=O)c21)CCS3,-7,-10,1,-1.7,-1.8,1,5,-2,49
CCS(=O)(=O)N1CCC(C(=O)NC2CCCCCCC2)CC1,6,30,0,-0.3,-1.4,-7,-5,3,-14
Cn1c(=O)oc2cc(S(=O)(=O)N3CCCC(C(=O)NCc4cccs4)C3)ccc21 (stereo unspecified),-18,-12,-11,-4.5,1.1,6,-1,-7,11
Nc1c(Cl)c(Cl)nc(C(=O)N/N=C/c2cccnc2)c1Cl,-9,-4,2,-2.5,-1.7,4,15,.,25
CN(C)/C(=N\S(=O)(=O)c1ccc(Br)cc1)c1ccccc1,-10,0,6,-1.7,-2.6,-1,6,3,35
COc1ccc(/C=C/c2cc(-c3ccc(C)cc3)o[n+]2C)cc1,-11,6,-19,-0.5,-0.4,3,-2,-4,19
CCCN1CCN(CCCNC(=O)c2cc3c(s2)-c2ccccc2OC3)CC1,-6,14,4,-1.4,2.0,3,-9,0,26
COc1ccc(C(=O)N/N=c2\oc3ccccc3cc2C(N)=O)cc1,-3,-50,6,-0.7,-2.2,4,3,-1,-2
NS(=O)(=O)c1ccc(CCNC(=O)c2ccc(-c3ccccc3)cc2)cc1,-1,18,2,1.4,-2.6,-9,12,2,-2
CC1CCCCC1NC(=O)c1cc2c(=O)n3ccccc3nc2n1C (stereo unspecified),-20,12,-1,-1.6,3.6,2,-1,6,-1
O=C1CNC(=O)/C1=C/c1ccc(Br)cc1,20,16,4,1.1,0.4,6,-5,-2,20
C=CCn1c(Cc2ccc(OC)cc2)nnc1SCC(N)=O,-5,8,-17,0.1,-0.8,7,0,3,17
CSC1=N/C(=C/c2ccc(-n3cncn3)cc2)C(=O)N1,-8,.,5,0.8,14*,-3,6,8,0
COc1ccc(/C=C2\SC(=S)N(CC(=O)NC3CCS(=O)(=O)C3)C2=O)cc1 (stereo unspecified),0,16,-16,-2.8,0.3,5,0,-8,44
O=C1CC(c2ccccc2)CC2=C1C=Nc1ccccc1N2 (stereo unspecified),-5,5,-15,-1.0,-0.1,2,5,-3,20
CCOC(=O)/C=C1\NC(=O)CS1,-7,11,-1,-0.5,-3.1,3,1,3,-52
FC(F)(F)c1cnc(N/N=C/c2ccncc2)c(Cl)c1,-4,.,-4,-4.2,-3.9,18,8,-3,48
COc1ccccc1C(=O)NC1CCN(C(=O)Nc2ccc(C)cc2)CC1,-5,13,-18,-0.8,0.7,-7,-4,0,20
CC(=O)NC(CCS(C)(=O)=O)C(=O)Nc1nccs1 (stereo unspecified),-12,0,-3,-3.8,-4.0,-2,2,0,35
CCc1c(C2(O)CCCCC2)[nH]c2c(C(=O)OC)cc(Cl)cc12,-3,7,3,-2.6,-1.3,5,4,-2,-13
CCCCn1nnc(NC(=O)c2cc3ccccc3o2)n1,-4,3,8,-3.0,-3.9,-6,-3,-1,7
Cc1ccnn1CC(=O)N/N=C/c1cccs1,-3,4,5,-3.0,-2.7,1,5,5,5
CCOC(=O)c1sc(S(C)(=O)=O)c2c1CCc1conc1-2,-5,-2,-7,-2.2,-0.5,-7,5,.,29
COc1ccc(C2NC(=O)NC(O)(C(F)(F)F)C2C(=O)c2ccccc2)cc1OC (stereo unspecified),-10,-3,-17,-4.1,-4.1,-1,10,-2,-12
CS(=O)(=O)N1N=C(c2ccc(Cl)cc2)CC1c1cccs1 (stereo unspecified),-4,-7,-12,-2.4,0.0,4,7,0,0
CC(=O)N1c2ccc(S(=O)(=O)NCCC(=O)Nc3ccccc3C)cc2CC1C (stereo unspecified),1,9,10,-0.8,0.9,0,3,7,17
CC(C)[C@H](NC(N)=O)C(=O)Nc1ccc2c(c1)CCC2,12,20,-5,-0.4,0.4,0,1,8,-3
O=C(NN=C1CCCCCC1)c1cccs1,-14,2,6,-1.3,0.0,-11,-8,-2,36
CN(C)c1ccnc(-n2cccc2/C=N/OCc2cccc(F)c2)c1C#N,-9,-1,-12,-0.2,-3.6,-3,1,-5,25
CSc1ccc(/C=N\NC(=O)CNc2ccc(C)cc2)cc1,-12,14,-6,-2.6,-2.8,1,2,2,27
O=C(CSc1nncc(=O)[nH]1)Nc1cccc([N+](=O)[O-])c1,-23,2,-9,-3.7,-3.9,5,-4,5,36
Cc1cccc(NC(=O)C2CCCC2)c1,3,1,-9,1.6,-3.0,10,6,8,6
COc1ccc(Cn2nnnc2C(c2cc3ccc(OC)cc3[nH]c2=O)N2CCCCCC2)cc1 (stereo unspecified),-1,6,-3,0.8,2.8,24,6,-14,86*
COC(=O)c1sccc1NC(=O)CN(C)NS(=O)(=O)c1ccc([N+](=O)[O-])cc1,-4,1,-11,-1.6,-0.8,3,4,2,20
COC(=O)c1ccc(Oc2c(C(F)(F)F)oc3c(CN4CCN(C)CC4)c(O)ccc3c2=O)cc1,11,23,7,1.4,1.2,9,2,5,33
O=C(CCCC(=O)N(CC(=O)NC1CCCC1)Cc1ccccc1)Nc1ccccn1,-16,26,2,-3.8,-1.9,-2,3,3,7
O=C(COc1ccccc1[N+](=O)[O-])N1CCN(C(=O)c2ccco2)CC1,-8,6,-1,-1.9,-1.0,0,3,-2,43
CCOC(=O)NC(Nc1sc2c(c1C(=O)OC)CCN(C)C2)(C(F)(F)F)C(F)(F)F,-9,1,-4,-2.6,-0.2,7,1,-5,-4

# Some of these compounds in order of formula weight, descending:
SMILES,GPR7 antag,NALP1 inh,p-CIP stab down,IMP-1 inh,VIM-2 inhibitor,PfM18AAP inh,IDE cell inh,IDE cell activ,PHOSPHO1 block
COC(=O)c1ccc(Oc2c(C(F)(F)F)oc3c(CN4CCN(C)CC4)c(O)ccc3c2=O)cc1,11,23,7,1.4,1.2,9,2,5,33
COC(=O)c1sccc1NC(=O)CN(C)NS(=O)(=O)c1ccc([N+](=O)[O-])cc1,-4,1,-11,-1.6,-0.8,3,4,2,20
O=C(CCCC(=O)N(CC(=O)NC1CCCC1)Cc1ccccc1)Nc1ccccn1,-16,26,2,-3.8,-1.9,-2,3,3,7
CSc1ccc(/C=N\NC(=O)CNc2ccc(C)cc2)cc1,-12,14,-6,-2.6,-2.8,1,2,2,27
O=C(CSc1nncc(=O)[nH]1)Nc1cccc([N+](=O)[O-])c1,-23,2,-9,-3.7,-3.9,5,-4,5,36

# New compounds follow
SMILES,GPR7 antag,NALP1 inh,p-CIP stab down,IMP-1 inh,VIM-2 inhibitor,PfM18AAP inh,IDE cell inh,IDE cell activ,PHOSPHO1 block
Nc1[nH]c(=O)ncc1F,-16&-9,71&21,6&-9,-1.3&-1.7,-2.4&-1.6,0&9,-2,3,4&40
NC(=O)c1cnccn1,-3,22,2,-0.6,-1.4,1,3,-5,4
CC(=NCCc1c(C)[nH]c2ccc(OCc3ccccc3)cc12)C1=C(O)CC(c2ccccc2)CC1=O (stereo unspecified),6,-11,6,-3.0,-2.8,-2,4,6,20
CCN(CC)CCCNC(=O)c1cn(C)c(=O)c2c1c1ccccc1n2C,0,13,-1,0.6,3.1,21,4,-2,16
CC1(C)Cc2c(cnn2-c2cccc(F)c2)C(NC(=O)CCc2cnccn2)C1 (stereo unspecified),-7,12,-1,-0.9,-2.0,-1,-2,6,32
CCOc1ccc(NC(=O)Cc2c(C(=O)O)n(C)c3ccccc23)cc1,-10,7,0,-5.8,-2.6,3,1,2,.
CC(=O)Oc1ccc2oc(/C=C/N(C)C)c([N+](=O)[O-])c2c1,6,4,-8,-3.6,-5.5,6,-2,0,4
CCOc1cccc(-c2nnc3sc(COc4ccc(C)cc4)nn23)c1,-3,12,-8,-1.4,-3.6,-1,0,3,14
O=C(NNS(=O)(=O)c1ccc(F)cc1)c1ccc([N+](=O)[O-])cc1Cl,-14,7,-8,-1.0,-1.2,6,0,7,14
NC(=O)CSC1=Nc2ccccc2C2=NC(c3ccccc3)C(=O)N12 (stereo unspecified),-2,8,14,0.0,-4.5,2,2,5,1

# A different layout for part of the listing above.
SMILES | GPR7 antag | NALP1 inh | p-CIP stab down | IMP-1 inh | VIM-2 inhibitor | PfM18AAP inh | IDE cell inh | IDE cell activ | PHOSPHO1 block
NC(=O)c1cnccn1 | -3 | 22 | 2 | -0.6 | -1.4 | 1 | 3 | -5 | 4
CC(=O)Oc1ccc2oc(/C=C/N(C)C)c([N+](=O)[O-])c2c1 | 6 | 4 | -8 | -3.6 | -5.5 | 6 | -2 | 0 | 4

# Additional compounds:
SMILES,GPR7 antag,NALP1 inh,p-CIP stab down,IMP-1 inh,VIM-2 inhibitor,PfM18AAP inh,IDE cell inh,IDE cell activ,PHOSPHO1 block
CCc1ccc(Nc2nnc(SCc3cc(=O)n4ccsc4n3)s2)cc1,-11,9,-11,-3.2,-3.1,4,2,1,30
CC1=[N+](CC(=O)c2ccccc2)CCn2cccc21,-3,8,-8,-0.6,-5.0,1,5,.,-67
CC(NS(=O)(=O)c1ccc(CCC(=O)NCc2cccnc2)cc1)c1ccccc1 (stereo unspecified),3,30,9,-1.9,-0.6,-1,3,6,14
O=C(NCc1cccs1)C1CCCN(c2ncccn2)C1 (stereo unspecified),5,16,1,-0.9,2.0,-14,0,4,3
CCN(CC)S(=O)(=O)c1ccc2nc(NC(=O)c3cccs3)sc2c1,-11,15,-9,-3.3,-1.3,0,-1,5,24
CCCCCc1nc2c(=O)[nH]c3ccccc3c2o1,-9,8,-6,-1.0,-1.1,-3,5,3,12
